FLuc counter – counter-screen for miR-21 project: firefly luciferase inhibitors or activators; actives 6.9% (n = 360,000); AID 588342; purified FLuc, Km substrates, luminescence inhibition; Potency, µM (doses to about 57.5 µM), for the others: top-dose activity change, negative = inhibition, hits mostly inhibitors;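 note: plate controls were vehicle for no effect and reference inhibitor for full effect; nearly all actives have a fitted effect of over 55% in size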
Target sequence (P08659 whole entry, looked up): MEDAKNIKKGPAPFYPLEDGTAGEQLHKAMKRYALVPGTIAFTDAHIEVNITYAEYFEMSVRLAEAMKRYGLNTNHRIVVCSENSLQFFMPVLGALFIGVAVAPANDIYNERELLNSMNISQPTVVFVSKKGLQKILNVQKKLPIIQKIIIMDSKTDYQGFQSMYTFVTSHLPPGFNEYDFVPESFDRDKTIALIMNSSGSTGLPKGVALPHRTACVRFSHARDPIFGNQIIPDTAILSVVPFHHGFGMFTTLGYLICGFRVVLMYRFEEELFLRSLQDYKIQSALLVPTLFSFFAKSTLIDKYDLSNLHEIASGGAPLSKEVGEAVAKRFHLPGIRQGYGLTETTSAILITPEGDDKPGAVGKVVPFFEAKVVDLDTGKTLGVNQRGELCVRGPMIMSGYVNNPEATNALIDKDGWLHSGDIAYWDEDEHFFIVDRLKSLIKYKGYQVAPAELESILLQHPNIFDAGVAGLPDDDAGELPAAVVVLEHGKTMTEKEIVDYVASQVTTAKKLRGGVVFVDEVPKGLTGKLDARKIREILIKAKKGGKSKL
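Biochemical qHTS of compounds, final roughly 60 µM downward over six points, against 10 nM purified firefly luciferase using Km concentrations of substrates (10 uM D-luciferin, 10 uM ATP) in Tris acetate pH 7.5 buffer; luminescence output.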
BRCA1 expr act – activators of BRCA1 expression; MCF7-BRCA1-FFLuc reporter, luminescence, 48 h; response scale: scaled: vehicle 0%, 10 µM genistein 100%; Potency, µM (top dose mostly 46.1 µM), without a hit: at the highest dose activation, actives largely listed as activators; actives 1.1% (n = 380,000); AID 624202; note: nearly all actives have a fitted effect of over 80% in size; some results filed as inactive show a strong effect at the top dose
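Luminescence from a BRCA1-driven firefly luciferase in MCF7 cells was the read-out, taken 15 min after substrate addition following 48 h compound exposure at 37 °C. Data were normalized to a 10 microM genistein control and DMSO vehicle.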
An asterisk follows results filed as active; ? = inconclusive. Calls come from the whole dose curve; as a rule, active = well fitted curve in the direction sought with a large enough effect; inconclusive = small, poorly fitted or top-dose-only effect, or another doubt; inactive = no such curve, though single readings can be large; an effect the other way counts as inactive or inconclusive. Potency is the fitted concentration of half-maximal effect. This is a subset, so the mix of outcomes need not match the whole.

SMILES | FLuc counter | BRCA1 expr act
Cc1ccc(OCC(=O)OCc2cc(=O)n3c(C)csc3n2)cc1 | -10% | 0%
CCOc1ccc(CCNC(=O)Cn2nnc(-c3ccc(OC)c(OC)c3)n2)cc1OCC | -7% | 7%
CCOc1ccc(N(CC)C(=O)C2CCN(S(=O)(=O)c3cccc4nonc34)CC2)cc1 | 5% | 9%
COc1ccc(OC)c(S(=O)(=O)NCCc2sc(C)nc2C)c1 | 1% | 17%
Cc1cc(C)cc(-n2c(SCC(=O)Nc3ccc4c(c3)OCCO4)nc3c([nH]c4ccccc43)c2=O)c1 | -2% | 6%
CCOc1ccc(CCNC(=O)c2c(C)oc3ncn(CC(C)C)c(=O)c23)cc1OCC | -2% | 0%
COc1cccc(N2CCN(C(=O)c3c(C)oc4ncnc(N5CCCCC5)c34)CC2)c1 | -13% | 0%
CCCn1ccc2c(OCC(=O)Nc3ccc(C(F)(F)F)cc3)cccc2c1=O | -1% | 0%
O=C(c1ccc2c(c1)N(Cc1c(F)cccc1Cl)C(=O)c1ccccc1S2)N1CCCC1 | -6% | 0%
CCOC(=O)CC(NC(=O)c1cc2cc(Br)cc(OC)c2oc1=O)c1ccc(OC)cc1 (stereo unspecified) | -7% | 29%
COc1ccc(NC(=O)c2ccco2)cc1NC(=O)COc1cc(C)ccc1C(C)C | 5% | -23%
COc1ccc(CNC(=O)CSc2ncc(S(=O)(=O)c3ccc(Br)cc3)c(=O)[nH]2)cc1 | ? | 13%
Cc1ccc2c(c1)cc1c(=O)n(Cc3ccccc3Cl)nc(C)n12 | 2% | 6%
CCC1=Nc2cc(C(=O)NCC(C)c3ccccc3)ccc2Sc2ccc(C)cc21 (stereo unspecified) | -9% | -70%
COc1ccc(C(=O)Nc2cc(C(F)(F)F)ccc2N2CCN(c3ccccc3)CC2)cc1OC | -4% | 13%
CCc1ccc(S(=O)(=O)c2cn(CC(=O)Nc3cccc(C)c3)c3ccc(Cl)cc3c2=O)cc1 | -1% | 7%
Cc1ccc(-c2ccc(=O)n(CC(=O)Nc3cccc(C#N)c3)n2)cc1 | 0% | 4%
Cc1ccc(S(=O)(=O)n2nc(C)c(S(=O)(=O)N3CCC(C)CC3)c2C)cc1 | 0% | 10%
COC(=O)c1ccccc1NC(=O)CN(c1ccccc1OC)S(C)(=O)=O | -7% | 12%
CCOc1ccccc1CNC(=O)c1ccc2nc(Cc3ccc(OC)cc3)oc2c1 | -10% | -8%

Overlap with the part before: 5 entries, then new ones.
SMILES | FLuc counter | BRCA1 expr act
CCc1ccc(S(=O)(=O)c2cn(CC(=O)Nc3cccc(C)c3)c3ccc(Cl)cc3c2=O)cc1 | -1% | 7%
Cc1ccc(-c2ccc(=O)n(CC(=O)Nc3cccc(C#N)c3)n2)cc1 | 0% | 4%
Cc1ccc(S(=O)(=O)n2nc(C)c(S(=O)(=O)N3CCC(C)CC3)c2C)cc1 | 0% | 10%
COC(=O)c1ccccc1NC(=O)CN(c1ccccc1OC)S(C)(=O)=O | -7% | 12%
CCOc1ccccc1CNC(=O)c1ccc2nc(Cc3ccc(OC)cc3)oc2c1 | -10% | -8%
COc1ccc(NC(=O)CN2C(=O)COc3ccc(S(=O)(=O)Nc4ccccc4)cc32)cc1 | -3% | 6%
CCOC(=O)c1ccc(N2C(=O)c3n[nH]c(-c4cccs4)c3C2c2ccc(C(C)(C)C)cc2)cc1 (stereo unspecified) | -4% | 11%
COc1ccc(OC)c(C2CC(=O)Nc3ccc4ccccc4c32)c1 (stereo unspecified) | -13% | -10%
COc1ccccc1NC(=O)CSc1nc(-c2ccccc2F)nc2cc(=O)[nH]n12 | ? | -7%
CCc1ccc(CNC(=O)c2ccc(NC(=O)N3CCCCc4ccccc43)cc2)cc1 | -18% | 6%
Cc1ccccc1NC(=O)CSc1nc2ccc(NC(=O)c3ccccc3)cc2s1 | ? | 4%
CN(Cc1ccccc1)C(=O)c1ccc2c(c1)N(Cc1ccc(Cl)cc1)C(=O)c1ccccc1S2=O (stereo unspecified) | 3% | 5%
COc1ccccc1CNC(=O)C1CCCN(c2nnc(-n3c(C)ccc3C)s2)C1 (stereo unspecified) | -6% | 7%
COc1ccc(CNc2nc(-c3ccc(Cl)cc3)nn2C(=O)c2ccccc2)cc1 | -1% | 0%
Cc1cc(Nc2cccc(Cl)c2)nc2ccc(NC(=O)c3cccc(N(C)C)c3)cc12 | 0% | -5%
CCC(Nc1ccc(-c2nc(-c3cccnc3)no2)cc1[N+](=O)[O-])c1ccccc1 (stereo unspecified) | 8% | 0%
Cc1ccc(Cl)cc1N1CCN(C(=O)CN2C(=O)CSc3c2c(C)nn3-c2ccccc2)CC1 | -19% | 21%
Cc1ccc(-c2nc(SCCOc3ccccc3C)n3[nH]c(=O)cc3n2)cc1 | -2% | 9%
Cc1ccc(S(=O)(=O)c2cn(CC(=O)Nc3ccccc3C)c3cc4c(cc3c2=O)OCO4)cc1 | 0% | 4%
COc1ccccc1NC(=O)c1ncoc1-c1ccco1 | -19% | -18%
COc1ccccc1C(=O)NC1(C(F)(F)F)C(=O)Nc2c1c(=O)[nH]c(=O)n2CCc1ccccc1 (stereo unspecified) | ? | 10%
Cc1ccccc1CSc1ncc(CO)n1Cc1ccc(F)cc1 | -7% | 7%
CC(C)c1ccc(NC(=O)CN2C(=O)COc3ccc(S(=O)(=O)Nc4ccccc4)cc32)cc1 | ? | -11%
CCOC(=O)c1c(NC(=O)/C=C/c2ccc(OCC)c(OC)c2)sc2c1CCC2 | -1% | 0%
CCCc1nn2c(=O)cc(COC(=O)c3ccc4c(c3)OCO4)nc2s1 | -9% | 5%
COc1ccc(NC(=O)C(=O)NCCc2ccccc2)cc1OC | 5% | -1%
COc1ccccc1NC(=O)Cn1c(=O)c(CNc2ccc(C)cc2)cc2cc3c(cc21)OCCO3 | -8% | 7%
CC(=O)c1cccc(NC(=O)CSc2ncc3c(n2)-c2cc(Cl)ccc2N(Cc2ccccc2)S3(=O)=O)c1 | 1% | -32%
CCOC(=O)C1CCN(C(=O)c2cnn(-c3ccc(F)cc3)c2-n2cccc2)CC1 | -6% | 6%
Cc1ccc(CNC(C)c2ccccc2)s1 (stereo unspecified) | 1% | -35%
Cc1ccc2nc(-c3ccc(Cl)c(NC(=O)c4cccnc4)c3)oc2c1 | 0.6µM* | 50%
CCOC(=O)C1CCCN(S(=O)(=O)c2ccc3c(c2)CCN3C(=O)CC)C1 (stereo unspecified) | 5% | 23%
CCN(CC)CCNC(=O)C1CCN(C(=O)c2cnn(-c3ccccc3)c2-n2cccc2)CC1 | -2% | ?
Cc1cccc(CN2CCC(CNc3ncnc4onc(-c5ccc(Cl)cc5)c34)CC2)c1 | 3% | -6%
Cn1cc(CN(C(=O)Nc2ccccc2)C2CCCCC2)c2ccccc21 | -14% | -63%
COc1ccccc1CNC(=O)C1CCC(CNS(=O)(=O)c2ccc3c(c2)CCCC(=O)N3)CC1 (stereo unspecified) | 6% | -25%
COc1ccc(NC(=O)CCNS(=O)(=O)c2ccc3c(c2)CCCC(=O)N3)cc1Cl | -9% | 0%
COc1ccc(C)cc1NC(=O)Nc1cccc(-c2noc(C)n2)c1 | -11% | -31%
Cc1ccc(OCC(=O)Nc2ccc(Cl)c(-c3nc4ncccc4o3)c2)cc1C | -1% | 11%
COc1cc2nc(NCCC(C)C)n3nc(-c4ccccc4)nc3c2cc1OC | -5% | -5%
Cc1ccc(-n2nnnc2CNC(=O)c2ccccc2C)cc1C | -2% | -4%
Cc1nn(C(=O)c2c(F)cccc2F)c(C)c1S(=O)(=O)N1CCCCCC1 | -18% | 11%
Cc1ccc(CNC(=O)Cn2c(=O)ccc3cc(S(=O)(=O)N4CCC(C)CC4)ccc32)cc1 | -17% | 7%
C#CC(C)(C)NS(=O)(=O)c1cc(-c2nnc(Nc3ccc(C)cc3)c3ccccc23)ccc1C | 2.7µM* | -59%
Cc1ccc(C)c(NC(=O)CCCN2C(=O)C(c3ccccc3)Oc3cccnc32)c1 (stereo unspecified) | -3% | -4%
COc1cc(C(=O)OCc2cc(=O)n3ccsc3n2)cc(OC)c1OC | 3% | -42%
Cc1ccc(CNC(=O)CN2C(=O)CSc3c2c(C)nn3-c2ccccc2)cc1 | -6% | 6%
CCOc1ccc(NC(=O)CN2C(=O)C3(SCC(=O)N3c3ccc(F)cc3)c3ccccc32)cc1 (stereo unspecified) | 5% | -20%
Cc1ccc(CN(C(=O)Nc2cccc(Cl)c2)c2ccccn2)cc1 | -17% | 0%
Cc1cc(C)cc(OCCSc2nc3ccc(NC(=O)c4ccc5c(c4)OCO5)cc3s2)c1 | 1% | 67%
CCc1ccccc1NC(=O)Cn1c(=O)n(CCc2ccccc2)c(=O)c2ccccc21 | 1% | 12%
CCc1ccc(C(=O)c2cn(CC(=O)Nc3ccc4c(c3)OCO4)c3cc(OC)c(OC)cc3c2=O)cc1 | 7% | 0%
COc1ccccc1CNS(=O)(=O)c1cc(Br)cc2c1N(C(=O)C1CC1)CC2 | 0% | -6%
Cc1nc(-c2ccccc2)sc1CCNC(=O)C(=O)Nc1ccc2c(c1)OCCO2 | 0% | 0%
CCOC(=O)c1c(NC(=O)c2ccc(S(=O)(=O)N3CCC(C)CC3)cc2)sc2c1CCN(C(C)C)C2 | 0% | -13%
CCOC(=O)C1=C(CS(=O)(=O)c2ccc(F)c(C)c2)NC(=O)NC1c1ccccc1OC (stereo unspecified) | -6% | -9%
Cc1ccc(Cn2c(=O)n(Cc3ccco3)c(=O)c3sc4ccccc4c32)cc1 | -2% | 2%
CCCCN(CC)CCNc1ncnc2onc(-c3ccc(Cl)cc3)c12 | 2% | 5%
Cc1oc2ncnc(N3CCCCC3)c2c1C(=O)N1CCN(c2ccc(Cl)cc2)CC1 | -2% | 0%
Cc1cc(NC(=O)CN2CCC(C)CC2)nc2c1c(=O)oc1ccccc12 | -1% | 1%
O=C(Nc1ccc2nc(SCc3ccccc3)sc2c1)c1cccc(F)c1 | -13% | 6%
COc1ccccc1Nc1nn2c(=O)c3ccc(C(=O)NC4CCC(C)CC4)cc3nc2s1 (stereo unspecified) | -1% | 4%
Cc1cc(C)cc(NC(=O)c2cc(S(=O)(=O)N3CCC(C)CC3)cn2C)c1 | -3% | -11%
O=C(Cn1ncc2ccsc2c1=O)N1CCN(c2ccc(F)cc2)CC1 | 1% | -8%
Cc1ccc(NC(=O)c2oc3ccccc3c2NC(=O)Cc2ccccc2)cc1 | 2% | 14%

(more compounds)
SMILES | FLuc counter | BRCA1 expr act
Cc1cccc(NS(=O)(=O)c2ccc3c(c2)CCN3C(=O)C2CCC2)c1 | -12% | -46%
Cn1c(=O)c2c(nc(N3CCOCC3)n2Cc2ccc(Br)cc2)n(C)c1=O | -7% | -2%
O=C(CSc1nc2c(oc3ccccc32)c(=O)n1Cc1ccco1)Nc1ccccc1 | 0% | 4%
COc1ccc2nc3oc(C(=O)N(C)c4ccc(Cl)cc4)cc3cc2c1 | 7% | 11%
COc1ccc(C(=O)Nc2cc(-c3ccccc3)nn2-c2ccccc2)cc1 | ? | 22%
COc1ccc(-c2cnc(C)o2)cc1S(=O)(=O)Nc1ccc(OC(F)(F)F)cc1 | -2% | -16%
COc1ccccc1NC(=O)CN(C)S(=O)(=O)c1ccc2c(c1)c(=O)n(C)c(=O)n2C | 0% | 27%
Cc1ccc2[nH]c(C)c(CCNC(=O)c3cc4cc(Br)ccc4oc3=O)c2c1 | -6% | -7%
CC1CCCCN1S(=O)(=O)c1ccc(C(=O)Nc2sc3c(c2C(N)=O)CC(C)(C)NC3(C)C)cc1 (stereo unspecified) | 5% | -33%
Cc1cc(C(=O)O)c2c(=O)n(C)c(=O)n(C)c2n1 | -9% | 1%
Cc1oc2ncn(CC(C)C)c(=O)c2c1C(=O)N1CCN(c2ccc(F)cc2)CC1 | -1% | 14%
CCC(=O)N1CCc2cc(Br)cc(S(=O)(=O)Nc3ccccc3C(=O)OC)c21 | -1% | 0%
CCOC(=O)c1cccc(NS(=O)(=O)c2cc(-c3cnc(C4CC4)o3)ccc2C)c1 | ? | -12%
CC(=O)c1cccc(NC(=O)C2CCN(C(=O)c3cnn(-c4ccccc4)c3-n3cccc3)CC2)c1 | -3% | -6%
CCOC(=O)CNC(=O)N1CCN(S(=O)(=O)c2ccc3c(ccn3C)c2)CC1 | 0% | 3%
Cc1nc(SCC(=O)Nc2ccc(Cl)cc2C(F)(F)F)[nH]c(=O)c1Cc1ccccc1 | ? | 15%
CCOC(=O)c1ccc(N2C(=O)c3[nH]nc(-c4ccc(OCC)cc4)c3C2c2ccc(OC)cc2OC)cc1 (stereo unspecified) | -3% | -37%

6 entries from above, ordered by length of the SMILES, rising:
SMILES | FLuc counter | BRCA1 expr act
COc1ccc2nc3oc(C(=O)N(C)c4ccc(Cl)cc4)cc3cc2c1 | 7% | 11%
O=C(CSc1nc2c(oc3ccccc32)c(=O)n1Cc1ccco1)Nc1ccccc1 | 0% | 4%
Cc1ccc2[nH]c(C)c(CCNC(=O)c3cc4cc(Br)ccc4oc3=O)c2c1 | -6% | -7%
CCC(=O)N1CCc2cc(Br)cc(S(=O)(=O)Nc3ccccc3C(=O)OC)c21 | -1% | 0%
Cc1oc2ncn(CC(C)C)c(=O)c2c1C(=O)N1CCN(c2ccc(F)cc2)CC1 | -1% | 14%
CCOC(=O)c1ccc(N2C(=O)c3[nH]nc(-c4ccc(OCC)cc4)c3C2c2ccc(OC)cc2OC)cc1 (stereo unspecified) | -3% | -37%

Bioassay records as filed in PubChem BioAssay.
